# High-throughput results from PubChem BioAssay.
# USP1 inh: Inhibitors of USP1/UAF1: Primary Screen; recombinant USP1/UAF1, Ub-Rhodamine cleavage fluorescence; hit rate 0.23% among 390,000; Potency, µM (titrated, usually from 57.1 µM), without a hit: at the top dose activity change, negative = inhibition, actives largely listed as inhibitors; Ubiquitin carboxyl-terminal hydrolase 1 (Homo sapiens), O94782; also: potency is read from the fitted curve at half-maximal effect; % is scaled to controls: 0 for no effect and ±100 for the full control effect; nearly all actives have a fitted effect of over 60% in size; inactives centre near -12
#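 USP1/UAF1 complex (1 nM) preincubated 15 min at room temperature with compound, then Ub-Rho substrate (150 nM final) added. Kinetic fluorescence at 480/540 nm over 6 reads at 60 s intervals; 50 mM HEPES pH 7.8, 0.5 mM EDTA, 0.1 mg/ml BSA, 1 mM TCEP, 0.01% Tween-20.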
# rTrxR1 inhibitor: qHTS Assay for Inhibitors of Mammalian Selenoprotein Thioredoxin Reductase 1 (TrxR1): qHTS. Potency, µM (top dose mostly 114 µM), inactives show at the highest dose activity change, negative = inhibition, usual class: inhibitors. recombinant rTrxR1, NADPH fluorescence consumption, selenite substrate. hit rate 1% among 390,000; also: potency is read from the fitted curve at half-maximal effect; % is scaled to controls: 0 for no effect and ±100 for the full control effect; nearly all actives have a fitted effect of over 65% in size
# Target sequence (O89049 whole entry, looked up): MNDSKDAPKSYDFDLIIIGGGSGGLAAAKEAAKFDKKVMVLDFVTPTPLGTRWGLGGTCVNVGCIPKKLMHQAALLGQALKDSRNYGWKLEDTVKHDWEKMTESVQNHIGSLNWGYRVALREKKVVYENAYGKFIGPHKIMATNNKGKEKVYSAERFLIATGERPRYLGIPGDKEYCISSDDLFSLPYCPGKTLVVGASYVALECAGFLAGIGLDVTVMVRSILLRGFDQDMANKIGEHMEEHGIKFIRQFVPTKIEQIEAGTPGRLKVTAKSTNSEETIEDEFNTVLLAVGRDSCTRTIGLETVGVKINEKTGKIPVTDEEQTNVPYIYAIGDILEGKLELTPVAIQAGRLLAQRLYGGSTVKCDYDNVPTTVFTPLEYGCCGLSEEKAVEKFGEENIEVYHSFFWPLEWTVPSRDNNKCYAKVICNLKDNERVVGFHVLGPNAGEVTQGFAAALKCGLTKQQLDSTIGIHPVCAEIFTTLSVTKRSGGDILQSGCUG
#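 Rat TrxR1 (90 nM in the dispensed reagent) was pre-reduced with 400 uM NADPH for 5 min at room temperature, then incubated with compound for 15 min. After 400 uM selenite was added, NADPH fluorescence (Ex 340/Em 450 nm) was followed for 8 min.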
# D2 agonist: HTS Assay for Allosteric Agonists of the Human D2 Dopamine Receptor: Primary Screen for Agonists; hit rate 0.53% among 340,000; activation, % at 2 µM; D(2) dopamine receptor (Homo sapiens), P14416; HEK293 T-REx D2 cells, calcium flux agonist mode;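 active = activation over 3 SD above normal in the single-dose calcium agonist read, cut at about 30% in these data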; also: 0% is about no effect
# Target sequence (P14416 whole entry, looked up): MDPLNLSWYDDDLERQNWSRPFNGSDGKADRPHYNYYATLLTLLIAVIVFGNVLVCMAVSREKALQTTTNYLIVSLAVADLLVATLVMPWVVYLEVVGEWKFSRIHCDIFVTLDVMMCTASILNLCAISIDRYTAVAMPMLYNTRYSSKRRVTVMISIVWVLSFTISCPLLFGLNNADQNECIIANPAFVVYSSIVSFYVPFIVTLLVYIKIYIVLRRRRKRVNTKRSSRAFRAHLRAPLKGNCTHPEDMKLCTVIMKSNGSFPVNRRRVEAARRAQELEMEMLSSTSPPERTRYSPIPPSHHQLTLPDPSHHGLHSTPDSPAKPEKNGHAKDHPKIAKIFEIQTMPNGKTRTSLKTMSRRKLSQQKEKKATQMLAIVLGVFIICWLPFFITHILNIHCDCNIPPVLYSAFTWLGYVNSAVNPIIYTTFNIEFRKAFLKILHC
#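 Tetracycline-induced HEK293 T-REx cells with force-coupled D2 receptor, plated overnight at 30 C, loaded with no-wash calcium dye. After a 10 s baseline, compound was pin-added and calcium flux read kinetically for 180 s; calcium rises flagged agonists.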
# D2 antag: HTS Assay for Allosteric Antagonists of the Human D2 Dopamine Receptor: Primary Screen for Antagonists; AID 485344, 2010; HEK293 TREx D2 cells, calcium flux, dopamine EC80; hit rate 2% among 340,000; inhibition, % at 10 µM; D(2) dopamine receptor (Homo sapiens), P14416; in the data active = inhibition above about 30%; also: 0% is about no effect
#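 Antagonism is scored as inhibition of an EC80 dopamine-evoked calcium signal in a force-coupled, tetracycline-inducible HEK293 T-REx D2 line, with compound present 180 s before agonist.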
# TRHR agonist: qHTS for Small Molecule Agonists and Allosteric Enhancers of Human TRH Receptor: Primary Screen for Agonists; Thyrotropin-releasing hormone receptor (Homo sapiens), P34981; TRHR cells, calcium flux fluo-8, FDSS agonist mode; activation, % at 2 µM; hit rate 0.18% among 360,000; in the data active = activation above about 30%; also: 0% is about no effect
#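 TRHR-expressing cells loaded with fluo-8 calcium dye; 23 nL library compound pin-transferred, kinetic FDSS fluorescence (Ex 480/Em 530) recorded about 180 s for agonist-induced calcium release, before a 10 nM TRH EC20 addition for potentiator mode.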
# TrxR1 substrate: qHTS Assay for Substrates of Mammalian Selenoprotein Thioredoxin Reductase 1 (TrxR1): qHTS | hit rate 0.01% among 390,000 | purified TrxR1 substrate turnover, NADPH consumption readout | AID 588456, 2011 | Potency, µM (highest dose often 114 µM), inactives show at the top dose activity change, negative = substrate turnover | Thioredoxin reductase 1, cytoplasmic (Rattus norvegicus), O89049; also: potency is read from the fitted curve at half-maximal effect; % is scaled to controls: 0 for no effect and ±100 for the full control effect; nearly all actives have a fitted effect of over 50% in size
#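 Rat TrxR1, dispensed at 90 nM, was prereduced with 400 uM NADPH (final) for 5 min at ~22 deg C, then incubated with compound 15 min before 400 uM selenite. A first-read NADPH fluorescence drop versus no-compound background flagged substrates.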
# Pin1 inhibitor: qHTS Assay to Find Inhibitors of Pin1. hit rate 0.009% among 390,000. Pin1 FP peptide displacement, HiFluor488, 10 min. Peptidyl-prolyl cis-trans isomerase NIMA-interacting 1 (Homo sapiens), Q13526. Potency, µM (doses to about 115 µM), without a hit: at the top dose activity, negative = inhibition, most hits filed as inhibitors. AID 504891, 2011; active = well fitted inhibition curve with a large enough effect in the polarisation, with a control signal flat, not every such curve was filed as active; inconclusive = small, poorly fitted or top-dose-only effect, or effect the other way, or a change in a side signal; inactive = no such curve, though single readings can be large or run the other way; the % refers to the polarisation; also: potency is read from the fitted curve at half-maximal effect; % is scaled to controls: 0 for no effect and ±100 for the full control effect
# TRHR enhancer: qHTS for Small Molecule Agonists and Allosteric Enhancers of Human TRH Receptor: Primary Screen for Enhancers; Thyrotropin-releasing hormone receptor (Homo sapiens), P34981; TRHR cells, fluo-8 calcium fluorescence, EC20 TRH enhancement; enhancement, % at 2 µM; hit rate 0.66% among 360,000; AID 493056, 2011; in the data active = enhancement above about 30%; also: 0% is about no effect
#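 Enhancer read-out: after compound pinning and an initial kinetic agonist-mode read, an EC20 of TRH (10 nM final) was injected and fluo-8 calcium signal (Ex 480/Em 530) followed at 1 s/cycle for 100 cycles in TRHR-expressing cells.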
# mIDH1 inhibitor: qHTS for Inhibitors of mutant isocitrate dehydrogenase 1 (IDH1): qHTS; IDH1-R132H enzyme, NADPH consumption, diaphorase/resazurin fluorescence; Potency, µM (titrated, usually from 76.6 µM), for the others: at the top dose activity change, negative = inhibition, most hits filed as inhibitors; Isocitrate dehydrogenase [NADP] cytoplasmic (Homo sapiens), O75874; hit rate 0.093% among 390,000; also: potency is read from the fitted curve at half-maximal effect; % is scaled to controls: 0 for no effect and ±100 for the full control effect; nearly all actives have a fitted effect of over 65% in size
#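 IDH1-R132H (0.5 ug/mL dispensed) in pH 7.5 Tris buffer was preincubated 30 min with compound, then given a substrate mix of 0.016 mM NADPH and 2 mM alpha-KG for 80 min at room temperature; remaining NADPH was read by diaphorase/resazurin fluorescence.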
# An asterisk follows results filed as active; ? = inconclusive; nt = not tested or not shown; & = joins results of further samples; [ ] = dose if it differs, or a comment. Unless noted, calls follow the shape of the dose curve; as a rule, active = well fitted inhibition curve with a large enough effect; inconclusive = small, poorly fitted or top-dose-only effect; inactive = no such curve, though single readings can be large or run the other way. This is a subset. The share of hits here may be higher or lower than overall.
SMILES,USP1 inh,rTrxR1 inhibitor,D2 agonist,D2 antag,TRHR agonist,TrxR1 substrate,Pin1 inhibitor,TRHR enhancer,mIDH1 inhibitor
Cc1ccc(/C=C2/SC(=O)N(CC(=O)N3CCOCC3)C2=O)s1,?,-4%,0.5,8,0.6,-4%,44%[activator],-13,6%
COc1ccc(CC(=O)NCc2nnc(SCc3ccc([N+](=O)[O-])cc3)n2C)cc1,-11%,-5%,0.8,-3,-0.4,1%,9%,1,11%
Cc1ccc(C)c(S(=O)(=O)Nc2ccc(S(=O)(=O)Nc3ncccn3)cc2)c1,-13%,25%,0.7,-39,0.1,3%,-5%,0,-1%
COC(=O)c1cc2oc(C)cc2n1CC(=O)Nc1ccc(OC)c(OC)c1,-16%,-19%,0.0,nt,-0.1,-7%,3%,-1,-21%
CCCOC(=O)CCn1c(=S)oc2ccccc21,-12%,26%[57.1 µM],0.2,-17,-1.0,11%[57.1 µM],4%,7,9%
COc1ccc([C@@H]2[C@H]3CN(C(C)=O)CC=C3C(C#N)=C(N)C2(C#N)C#N)c2ccccc12,-5%,-38%,-0.7,2,-0.1,8%[57.1 µM],16%,9,-18%
CCn1cc(C(=O)NCCCOC(C)C)c(=O)c2cc(S(=O)(=O)N3CCOCC3)ccc21,3%&-9%,-3%&-17%,7.9&0.2,1,-0.1&-0.9,-6%&-11%,1%&-6%,2&11,3%&10%
Fc1cccc2sc(Nc3nc4cc5c(cc4s3)OCCO5)nc12,-17%,-16%,-0.6,-4,-0.3,26%[57.1 µM],-5%,9,3%
CSc1ccc(/C=N/N2CCN(C)CC2)cc1,-4%,3%,2.2,2,0.1,-5%,0%,2,0%
COc1ccc(OC)c(C2c3[nH]c4ccccc4c3C[C@H]3C(=O)N(C4CC4)CC(=O)N23)c1 (stereo partly specified),-11%,11%,-0.9,-15,-1.0,-6%,-1%,-5,-10%
CC(=O)c1cc2c(=O)c3ccccc3oc2nc1C,-14%,-6%[57.1 µM],nt,nt,nt,9%[57.1 µM],-4%,nt,9%
Cc1ccccc1Cn1c(CN2CCN(C(=O)c3ccco3)CC2)nc2c1c(=O)n(C)c(=O)n2C,4%,-11%[57.1 µM],-0.2,3,0.2,2%[57.1 µM],6%,-12,-5%

# The closing 2 entries of the section above lead into the next.
SMILES,USP1 inh,rTrxR1 inhibitor,D2 agonist,D2 antag,TRHR agonist,TrxR1 substrate,Pin1 inhibitor,TRHR enhancer,mIDH1 inhibitor
CC(=O)c1cc2c(=O)c3ccccc3oc2nc1C,-14%,-6%[57.1 µM],nt,nt,nt,9%[57.1 µM],-4%,nt,9%
Cc1ccccc1Cn1c(CN2CCN(C(=O)c3ccco3)CC2)nc2c1c(=O)n(C)c(=O)n2C,4%,-11%[57.1 µM],-0.2,3,0.2,2%[57.1 µM],6%,-12,-5%
COc1cccc(-c2csc(N3CCN(C(=O)Nc4ccccc4Cl)CC3)n2)c1,-22%,-9%,0.2,5,-1.3,-8%,35%[activator],4,3%
COC(=O)C1=C(N)Oc2cc(C)[nH]c(=O)c2C1c1ccncc1 (stereo unspecified),-15%,8%,-0.4,-17,-0.1,5%,-14%,2,0%
COc1cc2c(cc1OC)CN(CCC(C)c1ccc(Cl)cc1)CC2 (stereo unspecified),-7%,5%,nt,nt,nt,2%,0%,nt,0%
CCC[C@@H](CN1CCC[C@H]1CN1C(N)=NC[C@@H]1Cc1ccccc1)N1C[C@@H]([C@H](C)CC)N(CCCC2CCCC2)C1=N,-15%,?,nt,nt,nt,4%,4%,nt,-27%
Cc1cc([N+](=O)[O-])nn1CCCC(=O)Nc1cc(Oc2ccc(F)cc2)cc([N+](=O)[O-])c1,-7%,-6%,nt,nt,0.4,-16%,4%,16,-1%
Clc1ccccc1N1CCN(Cc2nnc(-c3ccccc3)o2)CC1,-8%,-1%,-0.8,nt,-0.2,-4%,-1%,-1,-5%
CCN(CC)CCOc1cc2c(nn1)Oc1ccccc1N2C,-4%,15%,-0.3,-4,0.3,121%[activator],-11%,-2,0%
COc1ccc(C(=O)Nc2nnc(-c3ccco3)s2)cc1,?,9%,0.8,12,2.0,15%,10%,-3,3%
COc1ccc(C(CNC(=O)c2cccc(S(=O)(=O)N(C)c3ccccc3)c2)N2CCCC2)cc1 (stereo unspecified),-5%,18%,0.4,6,-1.4,-3%,?,-10,-19%
Cc1ccc(N2C(=O)CSC23C(=O)N(CC(=O)Nc2ccc(C)cc2C)c2ccccc23)cc1 (stereo unspecified),-5%,14%,0.0,nt,-1.0,0%,2%,-19,2%
COc1ccc(OC)c(S(=O)(=O)Nc2cc3c4c(c2)CCN4C(=O)CC3)c1,-21%,-8%,-0.5,-10,0.2,-10%,-12%,13,6%
Cc1cc(=O)n2nc(N3CCC(C(=O)Nc4c(C)cccc4C)CC3)sc2n1,-23%,2%,-0.1,nt,0.0,-4%,-6%,0,16%
CCS(=O)(=O)c1ccc2oc(SCC(=O)NCCc3ccccc3)nc2c1,6%,26%[57.1 µM],0.2,-1,-0.1,6%[57.1 µM],-10%,2,0%
O=C(NCC1OCCCN1S(=O)(=O)c1cc(F)ccc1F)C(=O)NC1CCCC1 (stereo unspecified),-6%,-7%,0.1,19,-0.7,-3%,1%,8,-2%
Cc1ccc(NC(=S)NCC2CCCO2)c(OC(F)F)c1 (stereo unspecified),-7%,-9%,-0.3,9,-0.9,-4%,3%,1,-2%
O=C(COc1cccnc1[N+](=O)[O-])Nc1cccc(S(=O)(=O)N2CCCCC2)c1,-16%,10%,0.9,4,0.3,-6%,4%,4,7%
CCN(C(=O)COC(=O)c1c(C)nn(-c2ccccc2)c1C)C1CCS(=O)(=O)C1 (stereo unspecified),-23%,-11%,nt,nt,0.2,-2%,-7%,-4,6%
Cc1[nH]c2ccccc2c1CCC(N)=O,-2%,7%,-0.6,-11,0.3,1%,0%,4,13%
Cc1ccc(CNC(=O)COC(=O)C2CC2)cc1,-23%,24%,0.1,-8,-0.2,2%,-3%,4,1%
CN(CCC#N)C(=O)COC(=O)c1ccc(Cl)c(S(=O)(=O)N(C)c2ccccc2)c1,-20%,18%[57.1 µM],-0.5,-1,0.3,9%[57.1 µM],0%,10,-1%
COc1ccc(C(=O)c2ccc(OC)c(OC)c2)cc1,-12%,-3%,11,26,0.0,-7%,-4%,-3,5%
O=C(CN1C(=O)C2CC=CCC2C1=O)Nc1nnc(SCc2ccc(F)cc2)s1 (stereo unspecified),-6%,15%,-1.3,-5,0.0,1%,2%,14,3%
CNS(=O)(=O)c1cc(NC(C)=O)c(C)cc1C,3%,8%[57.1 µM],-0.3,4,0.3,9%[57.1 µM],-2%,-1,6%
O=[N+]([O-])c1cc([N+](=O)[O-])c2cc(-c3cccnc3)[nH]c2c1,-27%,10%,nt,nt,nt,6%,1%,nt,10%
COc1ccc(CN(C)CC(=O)c2c(N)n(Cc3ccccc3)c(=O)n(C)c2=O)c(OC)c1,?,8%,0.9,2,0.5,8%[57.1 µM],2%,2,5%
Cn1nc(C(F)(F)F)c(-c2ccccc2)c1NC(=O)CSCC(=O)O,-14%,7%[11.4 µM],-2.7,-13,0.2,2%[11.4 µM],-8%,-1,6%
C=CCNC(=S)Nc1sc2c(c1C(=O)OCC)CC(C(C)C)OC2 (stereo unspecified),-20%,-16%,0.2,10,0.5,-12%,7%,-1,8%
COC(=O)c1[nH]c2c(c1C)C(=O)CC(c1cc(OC)c(OC)c(OC)c1)C2 (stereo unspecified),-8%,17%,0.9,5,0.0,-2%,-13%,0,-7%
Cc1[nH]ccc(=O)c1OCc1c(Cl)cccc1Cl,-12%,12%,0.5,-9,0.5,3%,4%,-3,6%
O=C(Nc1nc(-c2ccc3ccccc3c2)cs1)C1CCN(S(=O)(=O)c2cccs2)CC1,-10%,11%,1.8,13,1.0,4%,17%,8,-2%
CNC[C@H]1Oc2c(NC(=O)c3ccc(-c4nccs4)cc3)cccc2C(=O)N([C@@H](C)CO)C[C@@H]1C,-31%,5%,nt,nt,nt,4%,0%,nt,19%
CCCCN1Cc2ccccc2Oc2cc(Br)ccc2S1(=O)=O,-17%,14%,nt,nt,nt,1%,?,nt,-1%
COc1ccc(NC(=O)n2ncc3c(C)cccc32)cc1OC,-24%,7%,-0.1,-10,-2.1,-4%,4%,0,12%
O=C(Nc1cccc(-c2ccc(N3CCCCC3)nn2)c1)c1ccco1,-15%,?,0.9,9,-0.8,-4%[57.1 µM],8%,0,2%
CC(C)c1nc(CNC(=O)c2ccc(OC3CCN(Cc4ccccn4)CC3)cc2)cs1,-15%,-11%,0.3,1,-0.3,-7%,-7%,-1,-10%
